Source: PubChem (National Center for Advancing Translational Sciences (NCATS))
AmpC no deterg: inhibitors of E. coli AmpC beta-lactamase without detergent. hit rate 0.52% among 330,000. AmpC nitrocefin hydrolysis, absorbance 480 nm, 0.0001% Triton. Potency, µM (series often up to 57.1 µM), without a hit: at the highest dose activity change, negative = inhibition, hits mostly inhibitors;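 also: potency is read from the fitted curve at half-maximal effect; plate controls were no compound for no effect and no enzyme for full effect; nearly all actives have a fitted effect of over 20% in size; some results filed as inactive show a strong effect at the top dose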
Target sequence (P00811 whole entry, looked up): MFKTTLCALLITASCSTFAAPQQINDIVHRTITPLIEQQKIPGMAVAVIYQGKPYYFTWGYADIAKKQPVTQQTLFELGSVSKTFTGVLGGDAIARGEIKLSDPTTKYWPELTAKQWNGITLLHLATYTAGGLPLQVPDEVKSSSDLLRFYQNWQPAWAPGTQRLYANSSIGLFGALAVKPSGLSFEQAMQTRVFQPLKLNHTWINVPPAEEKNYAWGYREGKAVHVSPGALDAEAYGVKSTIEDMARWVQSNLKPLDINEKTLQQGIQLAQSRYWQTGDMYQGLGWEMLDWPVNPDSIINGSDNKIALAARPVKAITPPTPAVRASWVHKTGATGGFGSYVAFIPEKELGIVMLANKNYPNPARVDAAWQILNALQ
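20 mM phosphate pH 7.0 + 0.01% (detergent screen) or 0.0001% Triton X-100; 5.3 nM AmpC reagent; cpd preinc 15 min RT; nitrocefin (800 uM stock) to start; A480 q20 s × 4 min; Activity was normalised to no-enzyme and no-compound control wells.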
LmPK inh: inhibitors of Leishmania mexicana pyruvate kinase; purified LmPK, Kinase-Glo ATP luminescence, 1 h; Potency, µM (doses to about 57.5 µM), without a hit: top-dose activity change, negative = inhibition, hits mostly inhibitors; hit rate 0.37% among 290,000; AID 1721; also: potency is read from the fitted curve at half-maximal effect
Target sequence (Q27686 whole entry, looked up): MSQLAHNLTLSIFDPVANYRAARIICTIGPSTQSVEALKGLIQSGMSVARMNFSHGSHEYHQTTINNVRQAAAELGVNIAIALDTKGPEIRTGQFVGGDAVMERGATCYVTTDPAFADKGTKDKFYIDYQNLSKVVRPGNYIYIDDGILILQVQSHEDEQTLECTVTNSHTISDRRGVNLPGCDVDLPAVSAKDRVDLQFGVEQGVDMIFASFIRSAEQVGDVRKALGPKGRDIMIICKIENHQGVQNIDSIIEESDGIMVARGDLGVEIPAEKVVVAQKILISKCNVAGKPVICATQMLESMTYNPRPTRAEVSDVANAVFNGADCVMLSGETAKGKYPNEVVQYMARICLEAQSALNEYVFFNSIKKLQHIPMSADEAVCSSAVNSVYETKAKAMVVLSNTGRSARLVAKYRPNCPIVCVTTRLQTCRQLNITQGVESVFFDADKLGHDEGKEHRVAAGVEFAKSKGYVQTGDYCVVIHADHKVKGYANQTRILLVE
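Pyruvate kinase activity monitored as ATP production (luciferase luminescence). Conditions: 0.1 nM enzyme, 0.5 mM PEP, 0.1 mM ADP, 1 h, RT; normalized against uninhibited and no-enzyme wells.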
Tb PYK inh: T. brucei pyruvate kinase inhibition; Q57TT1; TbPYK enzyme, Kinase-Glo Plus ATP luminescence, 45 min; Potency, µM (titrated, usually from 76.8 µM), inactives show at the highest dose activity, negative = inhibition, hits mostly inhibitors; hit rate 0.12% among 410,000; also: potency is read from the fitted curve at half-maximal effect; nearly all actives have a fitted effect of over 50% in size
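Luminescence from Kinase-Glo Plus, added after a 45-minute room-temperature reaction, served as the end-point read-out. The enzyme and substrate were preincubated with compound before ADP (130 uM final) initiated turnover. Concentration-effect curves came from normalized qHTS data.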
HCMV inh: inhibitors of human cytomegalovirus; HFF cells, HCMV-luciferase reporter, 72 h; stronger effect = lower value; activity change, negative = inhibition, % at 57.5 µM; hit rate 4.5% among 410,000; in the data active = activity change below about -60%; inconclusive = no clear call, values can overlap the other calls; inactive = above about -39%
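Human foreskin fibroblasts infected with luciferase-reporter HCMV at MOI 1 PFU/cell, compounds at two doses. Luciferase measured 72 h post infection; normalized to buffer-only basal and Salinomycin (10uM) controls.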
AMA1-RON2 inh: disrupts binding of P. falciparum AMA1 to RON2. AlphaScreen AMA1-biotinylated RON2 peptide binding. Potency, µM (titrated, usually from 58.2 µM), for inactives: at the top dose activity change, negative = inhibition, actives largely listed as inhibitors. hit rate 0.2% among 360,000. AID 720542;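 also: potency is read from the fitted curve at half-maximal effect; 0% = vehicle wells and -100% = peptide control; nearly all actives have a fitted effect of over 45% in size; some results filed as inactive show a strong effect at the top dose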
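AMA1 (3D7) with his tag at 25 nM final met compounds first, then biotinylated RON2 peptide at 25 nM; detection used donor plus acceptor beads, 10 µg/mL apiece, read by AlphaScreen after 30 min at room temperature.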
Sm TGR block: S. mansoni TGR enzyme inhibition; Q962Y6; purified TGR, DTNB reduction, TNB absorbance 405 nm; Potency, µM (titrated, usually from 114 µM), for inactives: top-dose activity change, negative = inhibition, most hits filed as inhibitors; hit rate 3% among 360,000; AID 485364; also: potency is read from the fitted curve at half-maximal effect; nearly all actives have a fitted effect of over 60% in size
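Kinetic colorimetric format: TGR-catalysed, NADPH-driven DTNB reduction monitored via TNB absorbance. Enzyme dispensed at 20 nM; compound exposure 15 min at room temperature before reaction start.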
AmpC detergent: inhibitors of E. coli AmpC beta-lactamase with detergent; P00811; AmpC hydrolysis of nitrocefin, absorbance 480 nm, 0.01% Triton; Potency, µM (titrated, usually from 114 µM), inactives show at the highest dose activity change, negative = inhibition, usual class: inhibitors; hit rate 0.041% among 370,000; AID 485294;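 also: potency is read from the fitted curve at half-maximal effect; 0% = no-compound wells and -100% = no-enzyme wells; nearly all actives have a fitted effect of over 25% in size; some results filed as inactive show a strong effect at the top dose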
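AmpC (5.3 nM in the dispensed reagent) in 20 mM phosphate pH 7.0 with 0.01% (detergent screen) or 0.0001% Triton X-100 was preincubated with compounds for 15 min at room temperature. Nitrocefin was then added from an 800 uM solution, and hydrolysis was followed at 480 nm.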
The depositor's hits bear a star; ? = inconclusive; nt = not tested or not shown; & = joins results of further samples; [ ] = another dose, or the depositor's remark. Unless noted, calls follow the shape of the dose curve; as a rule, active = well fitted curve in the direction sought with a large enough effect; inconclusive = small, poorly fitted or top-dose-only effect, or another doubt; inactive = no such curve, though single readings can be large; an effect the other way counts as inactive or inconclusive. Unless noted, % is scaled to controls: 0 for no effect and ±100 for the full control effect. Rows were taken by chance (roughly 7.4% active in at least one column).

SMILES	AmpC no deterg	LmPK inh	Tb PYK inh	HCMV inh	AMA1-RON2 inh	Sm TGR block	AmpC detergent
O=C(C1CCC(C(=O)N2CCCCC2)CC1)N1CCCCC1 (stereo not given)	2.8%	2.3%	-8.9%	-60.6*	-6.5%	-14.9%	5.9%
O=C(Nc1ccccc1)c1cccc(N2CCCC2=O)c1	-23.4%	-8.4%	-19.6%	26.8	40.5%[activator]	-9.4%	-10.1%
CCCCc1ccc(-c2ccc(Br)cc2O)nc1	-14.0%	-2.7%	-3.6%	28.7	38.7%[activator]	-2.6%	-12.1%
COCCNC(=O)CSC1=N/C(=C/c2ccc(Cl)c(Cl)c2)C(=O)N1c1ccccc1F	34.3%	0.1%	-7.1%	?	18.1%	-13.5%	-13.7%
Cc1ccc(S(=O)(=O)CCC(=O)NCc2ccc(Cl)cc2)cc1	-15.3%	-5.8%	-7.1%	-21.2	1.5%	-5.7%	-12.5%
O=C(O)c1cn(-c2ccc(F)cc2)c2cc(Cl)c(F)cc2c1=O	-6.1%	-5.7%	0.3%	-60.9*	-10.4%	-1.5%	?
COc1ccc(CCCC(=O)Nc2ccccc2F)cc1	-14.1%	-6.2%	2.7%	49.0	4.0%	-0.2%	-6.0%
O=C(Cn1nnc2ccccc21)c1cccc([N+](=O)[O-])c1	-29.1%	4.0%	-10.7%	-18.1	-12.2%	-8.0%	?
CCCC(=O)n1nc(-c2cccnc2)nc1NCc1cccs1	2.6%	9.5%	1.6%	-32.6	-1.7%	4.3%	-3.7%
Cc1c(NS(=O)(=O)c2ccc(N)cc2)c(=O)n(-c2ccccc2)n1C	123.5%	-3.7%	-4.9%	-5.6	24.3%	?	?
O/N=C/c1nc2cc(Cl)ccc2o1	-50.8%	-1.3%	-4.0%	-26.6	-5.4%	0.0%	2.1%
COc1cccc(OC)c1C(=O)N1CCOCC1	-13.1%	-3.5%	-0.6%	-4.5	-4.9%	0.7%	0.8%

Record cards (already shown). Order of screens: AmpC no deterg, LmPK inh, Tb PYK inh, HCMV inh, AMA1-RON2 inh, Sm TGR block, AmpC detergent
O=C(Nc1ccccc1)c1cccc(N2CCCC2=O)c1 as listed: -23.4%, -8.4%, -19.6%, 26.8, 40.5%[activator], -9.4%, -10.1%
COc1ccc(CCCC(=O)Nc2ccccc2F)cc1 as listed: -14.1%, -6.2%, 2.7%, 49.0, 4.0%, -0.2%, -6.0%
CCCCc1ccc(-c2ccc(Br)cc2O)nc1 as listed: -14.0%, -2.7%, -3.6%, 28.7, 38.7%[activator], -2.6%, -12.1%
Cc1c(NS(=O)(=O)c2ccc(N)cc2)c(=O)n(-c2ccccc2)n1C as listed: 123.5%, -3.7%, -4.9%, -5.6, 24.3%, ?, ?
COc1cccc(OC)c1C(=O)N1CCOCC1 as listed: -13.1%, -3.5%, -0.6%, -4.5, -4.9%, 0.7%, 0.8%

Next section:
SMILES	AmpC no deterg	LmPK inh	Tb PYK inh	HCMV inh	AMA1-RON2 inh	Sm TGR block	AmpC detergent
CCCN(CC(=O)Nc1ccccc1OC)Cc1c(O)ccc2ccccc12	-28.2%	0.1%	2.5%	10.6	19.1%	2µM*	-10.2%
CCOc1ccc(C(=O)Nc2ccc(N3CCN(C)CC3)cc2)cc1[N+](=O)[O-]	-5.0%	1.9%	0.1%	51.6	-7.6%	nt	-4.6%
O=C(NC1CCCCC1)C1CCC(=O)N(C2CC2)C1 (stereo not given)	-14.0%	-1.6%	-4.4%	-7.1	-13.4%	3.3%	0.8%
O=C(O)c1cc(-c2ccc(O)cc2)on1	-27.0%	4.8%	-5.4%	-24.4	-1.1%	18.3%	3.7%
COc1ccc2c(c1)c1c(c(=O)n(-c3ccccc3C)c(=O)n1CC(=O)Nc1c(C)cccc1C)n2C	nt	nt	-1.1%	-16.0	nt	2.1%	24.6%
CCNC(=O)/C(C#N)=C/c1c(N2CCN(c3ccccc3)CC2)nc2ccccn2c1=O	72.5%[activator]	6.6%	2.0%	-3.6	-8.2%	-10.4%	-4.9%
CCCCCCCOC(=O)c1nc(Cl)c(Cl)c(N)c1Cl	-43.4%	1.7%	2.8%	-23.8	-6.5%	-2.9%	-11.3%
Cc1ccc(NC(=O)c2cc(N3C(=O)CCC3=O)ccc2N2CCCCC2)cc1	1.3%	1.5%	1.4%	-35.0	-6.1%	-0.8%[57.1 µM]	-6.1%
COc1cc(Nc2cc(C)nc3ncnn23)cc(OC)c1	-13.0%	-3.1%	-7.2%	68.5	-0.4%	0.1%	-4.3%
CCc1nn(CC(=O)NCC(C)c2ccccc2)c(=O)c2cc3c(OC)cccc3n12 (stereo not given)	nt	nt	2.6%	10.7	nt	?	4.2%
Cc1cc(C)n(-c2ccc(Cl)c(C(=O)O)c2)n1	-16.2%	0.5%	-3.8%	-24.8	14.5%	4.9%	-3.8%
CCc1ccccc1NC(=O)N1CCN(c2nnc(C)c3c(C)n(-c4ccccc4)nc23)CC1	nt	nt	-0.7%	-15.5	nt	-7.3%	3.9%
CCOC(=O)C1CCN(C(=O)Nc2cc(Cl)cc(Cl)c2)CC1	-13.3%	2.5%	2.6%	-6.2	-15.7%	3.8%	-6.5%
CC(=O)CC(c1ccccc1)S(=O)(=O)c1ccc([N+](=O)[O-])cc1 (stereo not given)	2.3%	3.0%	-1.9%	-9.7	2.1%	-30.4%	-4.3%
O=C(NC(=O)c1cnccc1C(F)(F)F)Nc1ccccc1	-4.5%	-8.3%	-2.8%	-22.0	11.5%	-3.1%	4.0%
O=C(Nc1ccc(O)cc1)/C(=C/c1ccco1)NC(=O)c1ccccc1	-18.6%	-1.9%	-3.8%	?	-3.9%	-9.8%	?
COc1cccc(C(c2nnnn2Cc2ccccc2)N2CCC(n3c(=O)[nH]c4ccccc43)CC2)c1OC (stereo not given)	nt	nt	6.1%	-70.0*	-12.3%	nt	nt
Cc1nn(-c2ccc(N3CCOCC3)nn2)c(C)c1CCC(=O)NCc1ccccc1F	33.4%	6.0%	-2.9%&-0.5%	33.3&9.3	-10.2%	2.4%&-3.6%	-2.0%&-3.0%
CCn1cc(C(=O)N[C@@H](C)C(=O)NCCCN2CCOCC2)c(=O)c2cc3c(cc21)OCO3	-5.4%	-0.4%	-0.7%	-16.9	3.4%	-3.5%	2.7%
CC(=O)N1CCc2cc(Br)cc(S(=O)(=O)CCC(=O)Nc3ccc(C)cc3Cl)c21	nt	nt	-16.9%	-23.0	nt	-31.4%	4.8%
C=CCNC(=O)C1CC(=O)N(c2ccc(OCC(=O)NCc3ccccc3)cc2)C1 (stereo not given)	-8.9%	-1.3%	-0.6%	12.5	-1.9%	2.8%	-14.2%
CN(N)C(=S)Nc1ccc(F)cc1	-51.2%	0.0%	1.2%	48.6	97.9%[activator]	5.9%	-2.7%
CCCCn1c(N)c(N(CCOC)C(=O)c2ccc(S(=O)(=O)N3CCC(C)CC3)cc2)c(=O)[nH]c1=O	-15.2%	nt	-0.4%	-35.3	-9.0%	-2.5%	?
COc1ccc(N2CCN(c3ncnc4c3nnn4Cc3ccccc3Cl)CC2)cc1	-9.9%	2.0%	-14.0%	?	-1.4%	1.3%	3.5%
COc1ccc(S(=O)(=O)Nc2c(C(=O)O)[nH]c3ccc(OC)cc23)c(OC)c1	-36.5%	3.0%	?	5.3	-6.9%	4.7%	-6.7%
CC(C)C(=O)NC(=S)/C=C1/N(C)c2ccccc2C1(C)C	5.3%	0.9%	-13.0%	?	-15.4%	13.6%	3.7%
O=C(O)C(Cc1ccccc1)N1C(=O)C2C3CCC(C3)C2C1=O (stereo not given)	nt	nt	-4.5%	-7.5	16.2%	nt	nt
CC1CCN(CC(O)Cn2c3ccccc3c3ccccc32)CC1 (stereo not given)	1.2%	0.8%	-1.4%	-0.8	-5.1%	0.0%	1.3%
NC(Cc1ccccc1)c1csc(NC(=O)Nc2ccccc2Oc2ccccc2)n1 (stereo not given)	nt	nt	0.4%	?	60.3%[activator]	nt	nt
COc1ccc(S(=O)(=O)N2CCN(c3ccccc3OC)CC2)cc1C(=O)N1CCCCC1	158.9%[activator]	-4.2%	-2.5%	-2.3	-1.2%	5.1%	-0.9%
COc1cc(-c2noc(CSc3nc(-c4ccccc4)cc(=O)[nH]3)n2)cc(OC)c1OC	nt	nt	-1.9%[15.4 µM]	0.0	nt	-0.5%	21.2%
COc1cccc(-c2nnc(SCC(=O)N3CCOCC3)o2)c1	2.9%	-1.8%	-23.1%	35.4	-0.9%	0.0%	-8.4%
CC1(C(=O)O)C=CC2(CCCCC2)N1C(=O)c1ccccc1 (stereo not given)	-8.3%	-3.0%	0.8%	11.4	-2.8%	-2.8%	?
CCCOc1ccc(/C(O)=C2/C(=O)C(=O)N(CCCn3ccnc3)C2c2cccnc2)cc1 (stereo not given)	-4.1%	1.2%	-6.3%	20.8	-10.4%	?	?
COc1ccccc1CNS(=O)(=O)c1ccc2c(c1)N(C(C)=O)CC(C)S2 (stereo not given)	28.5%	7.4%	-13.2%	0.0	-1.4%	-1.7%	2.0%
CC(C)(C)NC(=O)CCCSc1nc2ccccc2s1	5.1%	-6.3%	-0.7%	22.3	?	8.0%	-9.2%
COc1ccc(Cn2c(N)c(C#N)c3nc4ccccc4nc32)cc1	-9.1%	4.6%	3.1%	-13.9	13.3%	-15.6%	-2.7%
Cn1c2c(c3ccccc31)CCN1CCC[C@]21c1ccccc1	64.6%[activator]	-3.1%	-11.2%	67.8	-29.6%	-26.0%	-4.4%
Cc1ccccc1-c1cc2nc(NCCOc3ccccc3Cl)n(C)c(=O)c2s1	nt	nt	-3.8%	23.4	-1.1%	nt	nt
Cc1ccc(N2CCN(c3ncccc3[N+](=O)[O-])CC2)c(C)c1	-13.1%	1.9%	0.1%	-29.9	12.6µM*	6.2%	-0.7%
O=C(O)c1ccc(S(=O)(=O)c2ccc3c(c2)C(=O)N(CC2CCCO2)C3=O)cc1 (stereo not given)	2.6%	0.8%	2.3%	-8.2	3.5%	0.0%	-14.6%
CN(C)CCCNC(=O)c1ccc(/C=N/O)nc1	12.3%	-4.3%	-4.5%	-26.0	33.9%[activator]	-0.3%	-2.6%
Cc1ccc(C(=O)NCC(c2ccco2)N2CCc3ccccc32)cc1C (stereo not given)	-21.0%	nt	9.9%	31.2	?	-30.2%	5.8%
O=C(N/N=C/c1cc(Br)c(Br)o1)C(O)c1ccccc1 (stereo not given)	-25.3%	-0.7%	-0.9%	4.0	-9.4%	39.8µM*	-9.7%
